PAD4 inh: inhibitors of human PAD4 | Q9UM07 | recombinant PAD4, RCA probe fluorescence polarization | inhibition, % at 6.36 µM | 330,000 tested, 0.41% active | AID 485272;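 active means percent inhibition above a cutoff equal to the mean of all tested compounds plus 3 SD, cut at about 15% in these data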;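 further: 0% = PAD4 with RCA probe and DMSO and 100% = probe without PAD4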
Target sequence (Q9UM07 whole entry, looked up): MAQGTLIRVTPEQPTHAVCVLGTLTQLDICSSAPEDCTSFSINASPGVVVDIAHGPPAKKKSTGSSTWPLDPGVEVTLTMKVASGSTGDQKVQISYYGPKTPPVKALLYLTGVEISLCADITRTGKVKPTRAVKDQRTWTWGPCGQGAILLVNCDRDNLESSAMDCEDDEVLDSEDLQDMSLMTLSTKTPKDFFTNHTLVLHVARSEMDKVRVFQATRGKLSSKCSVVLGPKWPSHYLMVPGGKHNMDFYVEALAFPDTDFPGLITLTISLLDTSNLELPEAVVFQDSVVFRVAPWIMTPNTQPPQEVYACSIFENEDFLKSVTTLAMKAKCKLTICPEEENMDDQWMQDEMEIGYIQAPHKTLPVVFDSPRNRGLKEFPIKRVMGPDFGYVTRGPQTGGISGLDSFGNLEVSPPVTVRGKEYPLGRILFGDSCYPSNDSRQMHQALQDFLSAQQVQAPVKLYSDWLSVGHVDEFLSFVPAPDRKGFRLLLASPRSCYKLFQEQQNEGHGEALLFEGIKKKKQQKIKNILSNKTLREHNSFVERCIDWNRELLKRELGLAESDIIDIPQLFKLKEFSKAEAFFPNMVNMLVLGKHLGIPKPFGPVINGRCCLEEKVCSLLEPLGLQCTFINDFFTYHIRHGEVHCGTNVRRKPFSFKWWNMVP
PME-1 inh: blocks human protein phosphatase methylesterase 1. inhibition, % at 5.9 µM. 320,000 tested, 0.53% active. recombinant PME-1, FP-Rh probe fluorescence polarization. Q9Y570;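 active means inhibition above the campaign mean of all compounds plus 3 SD, cut at about 26% in these data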;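 further: competitive labeling of PME-1 active site by serine hydrolase directed probe; 0% = PME-1 with DMSO and 100% = wells lacking PME-1 enzyme; inhibitors block probe labeling so polarization falls and inhibition rises; many of its hits are not listed in these tables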
PAFAH2 FP inh: inhibitors of human PAFAH2. recombinant PAFAH2, FP-rhodamine activity probe, fluorescence polarization. inhibition, % at 3.39 µM. 340,000 tested, 0.99% active;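 active means inhibition above the mean over all tested compounds plus 3 SD, cut at about 30% in these data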;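 further: inhibitors block probe labeling of enzyme so polarization drops; 0% = enzyme with DMSO and 100% = wells lacking PAFAH2 protein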
GSTO1 inh: blocks human GSTO1 in RBBP9 counter-screen; 300,000 tested, 1.1% active; recombinant GSTO1, activity-based probe fluorescence polarization; P78417; inhibition, % at 5.96 µM;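 active means inhibition above the campaign mean inhibition plus 3 SD, cut at about 35% in these data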;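 further: 0% = GSTO1-1 with DMSO and 100% = wells lacking GSTO1-1 enzyme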
PAFAH1B3 inh: PAFAH1B3 (human) inhibition; Q15102; recombinant PAFAH1B3, FP-rhodamine probe, fluorescence polarization; inhibition, % at 3.39 µM; 340,000 tested, 0.28% active; AID 492972;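 active means inhibition above the screen-wide average of all tested compounds plus 3 SD, cut at about 25% in these data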;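 further: 0% = enzyme with DMSO only and 100% = wells lacking PAFAH1B3 protein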
LYPLA2 inh: LYPLA2 (human) inhibition in PME1 counter-screen; O95372; recombinant LYPLA2, FP-Rh probe fluorescence polarization; inhibition, % at 5.9 µM; 320,000 tested, 0.38% active;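 active means inhibition above the screen-wide mean plus 3 SD, limit set per campaign, cut at about 26% in these data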;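 further: 0% = LYPLA2 with DMSO and 100% = wells lacking LYPLA2 enzyme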
PAFAH1B2 FP inh: PAFAH1B2 (human) inhibition; P68402; recombinant PAFAH1B2, FP-rhodamine activity probe, fluorescence polarization; inhibition, % at 3.39 µM; 340,000 tested, 1.2% active;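 active means inhibition above the mean of all tested compounds plus 3 SD, cut at about 24% in these data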;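 further: 0% = enzyme with DMSO and 100% = wells lacking PAFAH1B2; many of its hits are not listed in these tables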
Target sequence (P68402 whole entry, looked up): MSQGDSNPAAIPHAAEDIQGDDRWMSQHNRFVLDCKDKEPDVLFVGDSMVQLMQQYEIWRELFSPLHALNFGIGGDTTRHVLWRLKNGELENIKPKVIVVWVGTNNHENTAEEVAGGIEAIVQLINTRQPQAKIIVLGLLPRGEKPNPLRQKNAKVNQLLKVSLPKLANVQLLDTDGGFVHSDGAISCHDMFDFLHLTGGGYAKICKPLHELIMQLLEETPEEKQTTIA
LYPLA1 counter: counter-screen for PME1 inhibitors: inhibitors of human LYPLA1 | AID 2174 | inhibition, % at 5.9 µM | 320,000 tested, 0.16% active | recombinant LYPLA1, FP-Rh probe fluorescence polarization | O75608;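 active means inhibition above the mean of all tested compounds plus 3 SD, set per campaign, cut at about 14% in these data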;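 further: inhibitors block serine hydrolase probe labeling of LYPLA1 so polarization falls; 0% = enzyme with DMSO and 100% = wells lacking LYPLA1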
pPAFAH FP inh: pPAFAH (human) enzyme inhibition; Q13093; recombinant pPAFAH, FP-rhodamine probe fluorescence polarization; inhibition, % at 3.39 µM; 330,000 tested, 1.5% active; AID 463082;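 active means inhibition above the mean inhibition across the screen plus 3 SD, cut at about 25% in these data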;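 further: inhibitors block binding of the rhodamine activity-based probe so polarization drops; 0% = enzyme with DMSO and 100% = wells lacking pPAFAH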
* = called active by the depositor; . = not tested or not shown.

SMILES | PAD4 inh | PME-1 inh | PAFAH2 FP inh | GSTO1 inh | PAFAH1B3 inh | LYPLA2 inh | PAFAH1B2 FP inh | LYPLA1 counter | pPAFAH FP inh
COc1ccc(NC(=O)COC(=O)/C=C/c2ccc(OC)c(S(=O)(=O)N3CCOCC3)c2)cc1 | 3.5 | 0.9 | 61.8* | 8.5 | 3.5 | 13.4 | -1.1 | -1.1 | 1.9
NC(=O)CSc1nc2cc3c(cc2c(=O)n1CCCC(=O)NCc1ccc2c(c1)OCO2)OCO3 | -2.3 | -6.2 | 3.1 | 16.5 | 1.3 | -7.2 | 4.8 | -0.8 | -1.0
COc1ccccc1NCC(=O)N/N=C/c1cccnc1 | -3.1 | 1.6 | -1.5 | 0.7 | 14.1 | 1.2 | -5.1 | -1.2 | 7.1
Cn1c2c(c(=O)n(C)c1=O)[C@@H]1c3c(ccc4ccccc34)OC[C@@H]1CO2 | -0.8 | 4.5 | 5.5 | -8.0 | 4.8 | -2.6 | 1.2 | 1.1 | -3.6
CC(=O)Nc1ccc(NC(=O)COc2ncnc3ccccc23)cc1 | -5.4 | 2.6 | 1.4 | -3.3 | 11.2 | 4.4 | 3.7 | 2.4 | 2.4
COc1cccc(NC(=O)CN(C)C(=O)c2cc(S(=O)(=O)NCc3ccccc3)ccc2C)c1 | -2.1 | -5.1 | 0.3 | -2.5 | 4.5 | -2.9 | 2.2 | -1.1 | 6.8
CC(=O)Nc1c(O)nc(SCC(=O)Nc2ccc(C(C)=O)cc2)[nH]c1=O | 9.1 | 1.8 | 6.5 | 12.7 | 5.7 | -0.7 | 5.5 | 0.6 | 1.6
Cc1cc(N2CCN(c3ccc([N+](=O)[O-])c4cccnc34)CC2)c2ccccc2n1 | 0.1 | 2.5 | 3.1 | 5.3 | 7.8 | -0.8 | 4.3 | 5.8 | 3.6
COc1ccc(-c2cn(CCC(=O)O)c(C)n2)cc1 | -2.3 | -3.3 | -0.1 | 3.8 | 5.2 | -2.2 | 3.6 | -0.8 | 3.9
Cc1ccc(OCC(=O)Nc2cc(C)on2)c([N+](=O)[O-])n1 | -6.4 | -0.8 | -3.1 | 16.7 | 6.4 | 1.7 | 6.6 | -0.7 | -3.9
CCN(CC)S(=O)(=O)c1ccc(N2CCOCC2)c(NC(=O)c2cccc(C#N)c2)c1 | -0.8 | 2.3 | 10.5 | -3.3 | -3.1 | 4.0 | -1.5 | -0.7 | 2.0
CCc1cc2c(=O)n(-c3ccccc3)c(SCC(=O)O)nc2s1 | -3.8 | -2.3 | -4.7 | -0.3 | 4.9 | 6.6 | 1.9 | 0.2 | 1.5
O=c1c2c(nc3n1CCCCC3)-c1ccccc1CC21CCCCC1 | -3.7 | 2.0 | 2.6 | -5.8 | 1.2 | -0.5 | 7.7 | -1.0 | -0.1
CCOc1ccc(C2C(C(=O)c3cccs3)=C(O)C(=O)N2Cc2cccnc2)cc1 (configuration not stated) | -6.2 | -1.8 | -8.2 | -1.6 | -2.1 | 7.7 | -1.4 | 0.9 | -0.4
O=C(COc1ccc(Cl)cc1)NNC(=O)C(=O)N1CCCCC1 | 3.3 | -1.6 | 0.8 | 7.2 | 0.4 | -2.0 | 31.2* | 0.3 | 5.3
CN(CC(=O)Nc1ccc(Cl)c(C(F)(F)F)c1)C(=O)C1CSC2(C)CCC(=O)N12 (configuration not stated) | 5.8 | 4.3 | 1.0 | 7.7 | 4.3 | 1.6 | -0.4 | 0.1 | 9.4
COc1ccc(-c2csc(NC(=O)c3ccc(S(=O)(=O)N4CCc5ccccc5C4)cc3)n2)c(OC)c1 | -0.8 | -22.0 | -24.9 | -21.5 | -15.7 | -22.1 | -8.7 | -15.3 | -0.4
CCOC(=O)N1CCN(C(=S)Nc2cc(S(=O)(=O)N3CCOCC3)ccc2Cl)CC1 | -3.4 | -0.9 | -10.5 | 5.6 | 5.8 | -2.1 | -1.6 | 4.0 | 6.3
COCCCn1c(SCC(=O)N2CCCCC2C)nnc1-c1ccco1 (configuration not stated) | -1.1 | -1.6 | -1.3 | -1.3 | -5.5 | 3.9 | -3.7 | 1.1 | -4.8
O=C(NCCN1CCOCC1)c1cc(-c2cccc(O)c2)on1 | 3.6 | 4.5 | 9.2 | -0.6 | 2.8 | 0.0 | 6.5 | -2.0 | -1.5
COc1cc(C(=O)Nc2ccc(NC(=O)c3ccccc3)nc2)cc(OC)c1OC | -2.7 | -3.6 | -3.8 | 5.5 | 2.1 | -0.9 | -1.6 | -4.8 | -1.6
Cc1nn(-c2ncc(C(F)(F)F)cc2Cl)c(=O)n1-c1c(F)cccc1F | -0.4 | -2.2 | 7.0 | 5.1 | 8.3 | -6.0 | -1.5 | 0.4 | 30.0*
CCOc1ccc(N(C(=O)CNC(=O)c2ccco2)C(C(=O)NC2CCCC2)c2ccncc2)cc1 (configuration not stated) | -3.2 | -12.0 | 4.1 | 0.3 | 9.8 | 2.6 | -2.5 | 0.6 | -7.0
COc1ccc(/C=C/C(=O)NC(=S)NNC(=O)c2cccs2)cc1OC | 0.8 | -8.9 | 3.2 | 7.0 | 10.6 | 4.0 | 4.6 | 2.2 | 0.1
CCOc1ccc2c(c1)c(N=NC(=N)N)c(O)n2C | -0.1 | 4.9 | 5.8 | -2.9 | 6.6 | -0.3 | 1.2 | 1.6 | 1.6
CCOC(=O)c1ccccc1N/C=C/C(=O)c1ccccc1 | -0.9 | 4.9 | -8.4 | -1.0 | 5.9 | -6.3 | -8.6 | -8.1 | -0.1
C[C@@H]1CCCCCCCCC(=O)OCCN1C(=O)OC(C)(C)C | -0.7 | -1.9 | -0.4 | . | 1.6 | -0.2 | 18.1 | 0.5 | -0.7
Cc1ccc(-n2nc3c(=O)n(C(C)C(=O)NCCCc4ccccc4)nc(C)c3c2C)cc1 (configuration not stated) | -2.6 | -1.0 | 6.5 | 7.6 | 4.0 | 3.6 | 2.7 | 0.6 | 0.2
COc1cccc(CC2(CO)CCCN(CC3=Cc4cc(Cl)ccc4OC3)C2)c1 (configuration not stated) | 0.4 | -3.7 | -1.4 | -3.6 | 7.7 | -15.9 | 3.2 | -2.8 | 1.7
O=C(/C=C/c1ccco1)N1CCc2ccccc21 | -15.5 | 0.7 | -1.1 | 1.1 | -1.8 | -0.2 | 7.3 | 0.3 | 4.7

Some of the entries so far, tab-delimited.
canonical_smiles	PAD4 inh	PME-1 inh	PAFAH2 FP inh	GSTO1 inh	PAFAH1B3 inh	LYPLA2 inh	PAFAH1B2 FP inh	LYPLA1 counter	pPAFAH FP inh
O=C(NCCN1CCOCC1)c1cc(-c2cccc(O)c2)on1	3.6	4.5	9.2	-0.6	2.8	0.0	6.5	-2.0	-1.5
COc1cc(C(=O)Nc2ccc(NC(=O)c3ccccc3)nc2)cc(OC)c1OC	-2.7	-3.6	-3.8	5.5	2.1	-0.9	-1.6	-4.8	-1.6
Cc1nn(-c2ncc(C(F)(F)F)cc2Cl)c(=O)n1-c1c(F)cccc1F	-0.4	-2.2	7.0	5.1	8.3	-6.0	-1.5	0.4	30.0*

Continuation.
SMILES | PAD4 inh | PME-1 inh | PAFAH2 FP inh | GSTO1 inh | PAFAH1B3 inh | LYPLA2 inh | PAFAH1B2 FP inh | LYPLA1 counter | pPAFAH FP inh
CC(OC(=O)c1ccncc1)C(=O)Nc1cccc(Cl)c1 (configuration not stated) | 1.2 | -4.7 | 3.5 | -4.7 | 3.7 | 1.4 | 3.5 | -3.3 | 4.6
Cc1sc2ncn(CC(=O)NCCCC(=O)N3CCN(c4ccccc4F)CC3)c(=O)c2c1C | -5.4 | 0.3 | 6.8 | 6.2 | 3.2 | -2.9 | 2.4 | -2.8 | 9.8
COc1cccc(C(=O)NC(=S)Nc2ccc3[nH]c(=O)[nH]c3c2)c1 | -2.8 | -5.3 | -7.0 | -9.6 | -3.7 | -13.6 | 2.5 | -6.5 | 2.4
CN(C)CCCNc1cc(C(C)(C)C)nc2c(-c3ccc(Cl)cc3)cnn12 | 6.6 | 5.7 | -0.3 | 12.3 | 8.2 | 1.4 | 2.9 | -0.9 | 20.6
CC1=CC(C)(C)NC(=S)N1c1cc(C)cc(C)c1 | -2.1 | -3.6 | 6.7 | -1.0 | 1.1 | 0.6 | 5.0 | -2.0 | 1.7
CC(C)c1ccc(N(CC(=O)NCCc2ccccc2)C(=O)c2csnn2)cc1 | 2.2 | 3.5 | 3.3 | 2.4 | 8.1 | 0.2 | 2.0 | -0.5 | 3.1
COc1cccc(NC(=O)[C@@H](NC(=O)N2CCn3c2nc2ccccc23)C(C)C)c1 | -2.1 | -4.5 | -5.3 | -0.1 | -1.7 | -0.9 | 3.1 | -3.8 | 6.1
Cc1cccn2c(=O)c3cc(C#N)c(=NC(=O)c4cccs4)n(CC(C)C)c3nc12 | 6.2 | 5.6 | -4.6 | -2.0 | 5.7 | -2.8 | 1.1 | 1.5 | -0.1
CN1C(=O)C(=O)/C(=C(/O)c2ccc(Br)cc2)C1c1ccc(F)cc1 (configuration not stated) | -4.5 | -7.2 | 0.0 | 1.6 | 5.6 | -4.3 | 8.6 | -3.4 | 1.6
Cc1cc(=O)c(C(=O)O)cn1Nc1ccc(F)cc1 | -1.3 | -1.8 | 5.0 | -2.9 | 1.6 | 7.6 | 8.7 | -0.9 | 1.7
NC(N)=N/N=C/c1ccc(Cl)c(Cl)c1 | -3.2 | -5.1 | . | 4.8 | . | -4.7 | . | -3.4 | 2.2
CCCCC(c1nnnn1C1CCCC1)N1CCN(C2CCCCC2)CC1 (configuration not stated) | -0.7 | -1.8 | -2.5 | -4.7 | 3.2 | 3.1 | 0.8 | -1.4 | 0.1
CN1CCN(NC(=O)c2cn(-c3ccccc3)nc2-c2cccc(Br)c2)CC1 | 1.1 | -3.1 | 5.1 | -2.8 | 11.8 | -2.8 | 8.9 | -2.4 | -3.3
Cc1oc(-c2ccc(Cl)cc2)cc1C(=O)/C(C#N)=C/Nc1ccccc1 | -0.1 | -2.1 | -3.1 | 0.0 | 2.8 | -0.7 | 3.7 | 6.8 | 2.4
COc1ccccc1N1CCN(C(=O)C2CCCN(c3ncnc4c3nc3n4CCCCC3)C2)CC1 (configuration not stated) | -1.9 | -9.6 | 9.1 | 16.7 | -2.7 | 7.5 | 4.9 | 2.7 | 1.2
C=CCn1c(N2CCCCCC2)nc2c1c(=O)[nH]c(=O)n2C | 2.0 | -1.5 | -3.2 | 6.4 | 8.8 | 2.9 | 4.0 | -3.2 | -8.0
Cc1ccc(S(=O)(=O)N2CCN(C(=O)COC(=O)CCCOc3ccccc3)CC2)c(C)c1 | -2.3 | 7.9 | -0.9 | . | 9.8 | 0.7 | 6.3 | 1.6 | 16.0
O=C(CCNS(=O)(=O)c1cccc2nonc12)NCc1cccs1 | -2.4 | 2.3 | 5.3 | 1.5 | 9.8 | -0.8 | 8.2 | -1.6 | -0.4
O=C(NCC1(N2CCOCC2)CCCCC1)c1ccc(S(=O)(=O)Nc2ccccc2F)cc1 | -1.3 | 9.0 | -1.3 | -1.6 | -4.2 | -3.0 | 13.7 | -1.1 | 0.6
COc1ccccc1N1CCN(CC(=O)Nc2ccc3c(c2)OCCO3)CC1 | -2.4 | -1.1 | -0.1 | 1.9 | 1.8 | -3.4 | 3.2 | 1.8 | 1.8
O=C(/C=C/c1ccco1)Nc1cc(Cl)ccc1C(=O)O | -3.0 | -1.8 | 6.9 | -78.6 | 7.7 | -8.0 | -22.5 | -0.3 | 0.1
O=C(COC(=O)c1cn(-c2ccccc2)nc1-c1cccnc1)NC1CC1 | -6.2 | -3.0 | 10.1 | 9.0 | 13.9 | 1.4 | 3.0 | 2.7 | 16.7

Bioassay records (PubChem BioAssay)

Only part of the results is shown (hit frequency here may not be typical).
